TR-FRET SRC-2 ct: flags TR-FRET format artefacts in PPARgamma SRC-2 recruitment agonist screen; TR-FRET ratio at 8 µM; TR-FRET artefact counter-screen; stronger effect = higher value; 200,000 compounds, 0.4% hits; AID 1049; in the data active = TR-FRET ratio above about 2000; note: inactives centre near 1500
RAM network inh: inhibitors of the yeast RAM network; S. cerevisiae dse1pr::URA3 reporter, 5-FOA growth OD615, 2 d; analog-sensitive cbk1-as2 kinase mutant strain; inhibition, % at 50 µM; 190,000 compounds, 1.8% hits; AID 868;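 active = inhibition above a set limit, 3 SD over mean compound inhibition, cut at about 8.4% in these data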;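 note: 0% = DMSO-only wells with no growth and 100% = 10 µM 1-NA-PP1 full growth; inhibition rescues growth on 5-FOA so higher OD means more RAM inhibition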
TLR4 MyD88 comp: TLR4-MyD88 interaction inhibition in cells. 200,000 compounds, 0.18% hits. inhibition, % at 8.4 µM. HeLa CL3-4 TLR4/MyD88 BLA complementation, FRET ratio; in the data active = inhibition above about 25%;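 note: 0% = vehicle and 100% = reference inhibitor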
S1P3 antag: S1P3 (human) receptor antagonism. AID 485. Q99500. 170,000 compounds, 0.27% hits. inhibition, % at 4.98 µM. CHO S1P3 NFAT-BLA reporter, FRET fluorescence, antagonist mode;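 active = inhibition above the plate cutoff, the mean inhibition of test wells on that plate plus 3 SD, cut at about 28% in these data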;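 note: cells challenged with S1P at its EC80 of 0.8 µM; blue over green emission ratio from cleaved BLA substrate after 4 h stimulation; 0% = S1P-stimulated wells and 100% = unstimulated DMSO-only wells; some compounds past the cut are filed as inactive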
STAT3 activator: activators of IL-6 induced STAT3 signaling; U3A cells, IL-6 STAT3-luciferase reporter, luminescence; 100% = signal with IL-6 EC80 alone; 190,000 compounds, 0.91% hits; activation (% of control), % at 5.6 µM; AID 871;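 active = activation above the screen-wide mean of compound activation plus 3 SD, cut at about 130% in these data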;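 note: 0% = background luminescence of wells with medium and substrate only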
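System – human U3A cells carrying STAT3-luciferase construct · Probe or stimulus – Interleukin-6, 33 ng/mL · Schedule – compound 1 h, then IL-6 6 h at 37 °C · Signal – luminescence from STAT3-driven luciferase reporter · Evaluation – percent of IL-6-only median luminescence · Benchmarks – IL-6-only high control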
PPARg SRC2 recr: agonists of SRC-2 recruitment by human PPARgamma. activation, % at 8 µM. AID 1032. 200,000 compounds, 0.34% hits. P37231. PPARgamma LBD-SRC-2 recruitment, biochemical; in the data active = activation above about 22%;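 note: 0% = vehicle and 100% = reference agonist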
Target sequence (P37231 whole entry, looked up, the tested form may be a part): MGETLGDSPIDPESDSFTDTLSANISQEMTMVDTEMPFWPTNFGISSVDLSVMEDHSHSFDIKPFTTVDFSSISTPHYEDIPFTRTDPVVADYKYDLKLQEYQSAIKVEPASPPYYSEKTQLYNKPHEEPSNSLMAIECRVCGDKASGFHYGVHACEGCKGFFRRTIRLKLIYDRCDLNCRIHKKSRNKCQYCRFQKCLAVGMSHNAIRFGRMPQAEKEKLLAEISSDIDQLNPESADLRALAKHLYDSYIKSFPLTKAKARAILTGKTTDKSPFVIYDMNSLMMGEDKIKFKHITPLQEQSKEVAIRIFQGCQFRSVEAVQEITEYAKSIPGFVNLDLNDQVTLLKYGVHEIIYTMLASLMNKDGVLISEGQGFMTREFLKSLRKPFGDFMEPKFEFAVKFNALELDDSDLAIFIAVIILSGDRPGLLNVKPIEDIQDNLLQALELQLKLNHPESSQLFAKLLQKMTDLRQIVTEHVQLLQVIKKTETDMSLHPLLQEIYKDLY
PPARg SRC3 recr: promotes SRC-3 coactivator recruitment by human PPARgamma. AID 731. biochemical PPARgamma/SRC-3 coactivator recruitment assay. activation, % at 8 µM. 200,000 compounds, 0.26% hits; in the data active = activation above about 23%;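 note: 0% = DMSO and 100% = reference agonist; some compounds past the cut are filed as inactive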
ROMK mod: human ROMK K+ channel modulation, primary screen | P48048 | Tet-inducible ROMK, thallium flux fluorescence; actives lie on both sides | B-score at 10 µM | 130,000 compounds, 2% hits;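 active = signal ratio slope over the read window, or its plate-corrected B-score, at least 3 SD from the plate mean, either direction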;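 note: B-score of the F/F0 ratio slope over 7 to 12 s after thallium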
Target sequence (P48048 whole entry, looked up): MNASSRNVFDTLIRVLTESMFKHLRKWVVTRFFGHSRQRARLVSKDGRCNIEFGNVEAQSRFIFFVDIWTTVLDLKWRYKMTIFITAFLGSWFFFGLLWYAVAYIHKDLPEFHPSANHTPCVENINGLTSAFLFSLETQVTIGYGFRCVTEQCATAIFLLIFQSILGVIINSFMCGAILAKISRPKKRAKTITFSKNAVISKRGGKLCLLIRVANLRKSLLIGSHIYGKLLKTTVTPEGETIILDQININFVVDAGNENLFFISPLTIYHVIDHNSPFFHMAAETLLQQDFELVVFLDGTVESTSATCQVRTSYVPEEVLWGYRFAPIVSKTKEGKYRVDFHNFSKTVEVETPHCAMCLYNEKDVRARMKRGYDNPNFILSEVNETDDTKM
STAT1 inh: reduces IFN-gamma driven STAT1 reporter signal; NIH 3T3 STAT1-luciferase reporter, luminescence; inhibition, % at 5.5 µM; 200,000 compounds, 0.35% hits; AID 920;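 active = inhibition above a set limit, the mean inhibition across all tested compounds plus 3 SD, cut at about 34% in these data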;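 note: 0% = IFN-gamma with DMSO and 100% = IFN-gamma with 300 µM nifuroxazide; values of inactives mirror those of a sister screen read the other way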
STAT3 inh: inhibitors of IL-6 induced STAT3 signaling; U3A cells, IL-6 STAT3-luciferase reporter, luminescence; host cell line lacks STAT1; inhibition, % at 5.5 µM; AID 862; 190,000 compounds, 0.89% hits;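 active = inhibition above the mean inhibition across all screened compounds plus 3 SD, cut at about 44% in these data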;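 note: 0% = DMSO only wells and 100% = 100 µM nifuroxazide control wells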
PPARg SRC1 recr: promotes SRC-1 coactivator recruitment by human PPARgamma; activation, % at 8 µM; PPARgamma-SRC-1 coactivator recruitment biochemical assay; 200,000 compounds, 0.41% hits; in the data active = activation above about 19%;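 note: 0% = DMSO and 100% = reference agonist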
* = called active by the depositor.

What do the screens show for `CN1CCN(c2ccc(C(=O)c3ccc(F)cc3)cc2)CC1`?
TR-FRET SRC-2 ct: 1314; RAM network inh: -0.1; TLR4 MyD88 comp: 0; S1P3 antag: -25; STAT3 activator: 112; PPARg SRC2 recr: 1; PPARg SRC3 recr: -13; STAT1 inh: -39; STAT3 inh: -5; PPARg SRC1 recr: 7

What do the screens show for `O=C(C1=C[C@@H]2[C@H]3C(=O)N(c4ccc(Cl)cc4)C(=O)[C@H]3[C@@H](C(=O)c3ccc(Cl)cc3)N2C=C1)c1ccccc1`?
TR-FRET SRC-2 ct: 1668; RAM network inh: 1.1; TLR4 MyD88 comp: -8; S1P3 antag: -4; STAT3 activator: 113; PPARg SRC2 recr: -1; PPARg SRC3 recr: 4; STAT1 inh: -1; STAT3 inh: -8; PPARg SRC1 recr: 3

What do the screens show for `COc1ccc(C2/C(=C(\O)c3ccc(OC)c(Cl)c3)C(=O)C(=O)N2CCN(C)C)cc1` (stereo unspecified)?
TR-FRET SRC-2 ct: 1709; RAM network inh: 0.7; TLR4 MyD88 comp: 1; S1P3 antag: -16; STAT3 activator: 96; PPARg SRC2 recr: 3; PPARg SRC3 recr: -5; ROMK mod: -0.11; STAT1 inh: 3; STAT3 inh: 8; PPARg SRC1 recr: -4

What do the screens show for `Cn1cc(C(=O)C(=O)N2CCCc3ccccc32)c2ccccc21`?
TR-FRET SRC-2 ct: 1421; RAM network inh: 3.1; TLR4 MyD88 comp: -20; S1P3 antag: 10; STAT3 activator: 87; PPARg SRC2 recr: -15; PPARg SRC3 recr: -2; ROMK mod: 1.5; STAT1 inh: 6; STAT3 inh: 23; PPARg SRC1 recr: 1

What do the screens show for `OC(c1ccccn1)c1c[nH]c2ccccc12` (stereo unspecified)?
TR-FRET SRC-2 ct: 1584; RAM network inh: 0.3; TLR4 MyD88 comp: -5; S1P3 antag: -4; STAT3 activator: 132; PPARg SRC2 recr: 3; PPARg SRC3 recr: -3; STAT1 inh: 9; STAT3 inh: -26; PPARg SRC1 recr: -2

What do the screens show for `CCCCN(C(=O)c1ccc(Cl)c([N+](=O)[O-])c1)c1c(N)n(CCC)c(=O)[nH]c1=O`?
TR-FRET SRC-2 ct: 1435; RAM network inh: 2.8; TLR4 MyD88 comp: -2; S1P3 antag: -17; STAT3 activator: 100; PPARg SRC2 recr: 7; PPARg SRC3 recr: 0; ROMK mod: 0.21; STAT1 inh: 1; STAT3 inh: 8; PPARg SRC1 recr: 4

How did C[C@@H]1NC(=O)[C@H](CCC(N)=O)NC(=O)c2cc([N+](=O)[O-])cc(I)c2NCCC[C@@H](C(N)=O)NC1=O do in these assays?
TR-FRET SRC-2 ct: 1557; RAM network inh: 0.4; TLR4 MyD88 comp: -7; S1P3 antag: -12; STAT3 activator: 99; PPARg SRC2 recr: 1; PPARg SRC3 recr: 7; ROMK mod: 0.54; STAT1 inh: 7; STAT3 inh: -2; PPARg SRC1 recr: 4

What do the screens show for `COCCN1C(=O)c2ccc(C(=O)Nc3nccs3)cc2C1=O`?
TR-FRET SRC-2 ct: 1651; RAM network inh: 0.5; TLR4 MyD88 comp: 10; S1P3 antag: 12; STAT3 activator: 105; PPARg SRC2 recr: 12; PPARg SRC3 recr: -1; ROMK mod: -0.25; STAT1 inh: -6; STAT3 inh: -2; PPARg SRC1 recr: -2

Results for O=C(c1ccc(S(=O)(=O)NCc2ccco2)cc1)N1CCN(Cc2ccccc2)CC1 ?
TR-FRET SRC-2 ct: 1834; RAM network inh: -0.2; TLR4 MyD88 comp: 2; S1P3 antag: -3; STAT3 activator: 100; PPARg SRC2 recr: 4; PPARg SRC3 recr: 2; ROMK mod: 0.098; STAT1 inh: 2; STAT3 inh: 1; PPARg SRC1 recr: 6

What do the screens show for `CC(=O)N1CCN(Cc2nc(-c3cccc(Cl)c3)no2)CC1`?
TR-FRET SRC-2 ct: 1465; RAM network inh: 0.5; TLR4 MyD88 comp: -5; S1P3 antag: -7; STAT3 activator: 97; PPARg SRC2 recr: -1; PPARg SRC3 recr: 8; ROMK mod: 1.1; STAT1 inh: -3; STAT3 inh: 8; PPARg SRC1 recr: 2

What do the screens show for `O=S(=O)(Nc1ccc(N2CCCCC2)cc1)c1cccs1`?
TR-FRET SRC-2 ct: 1543; RAM network inh: 0.4; TLR4 MyD88 comp: -1; S1P3 antag: -12; STAT3 activator: 94; PPARg SRC2 recr: 0; PPARg SRC3 recr: -7; STAT1 inh: -6; STAT3 inh: 12; PPARg SRC1 recr: -3

What do the screens show for `COc1ccc(C(C)(C)C)cc1NC(=O)C1CC=CCC1C(=O)O` (stereo unspecified)?
TR-FRET SRC-2 ct: 1325; RAM network inh: -2.1; TLR4 MyD88 comp: 6; S1P3 antag: -2; STAT3 activator: 94; PPARg SRC2 recr: -11; PPARg SRC3 recr: -8; ROMK mod: 0.17; STAT1 inh: 0; STAT3 inh: 10; PPARg SRC1 recr: -7

Results for Cc1ccc(-c2cc(=O)c3cc(C)ccc3[nH]2)cc1 ?
TR-FRET SRC-2 ct: 1321; RAM network inh: 1.8; TLR4 MyD88 comp: 0; S1P3 antag: -8; STAT3 activator: 69; PPARg SRC2 recr: -5; PPARg SRC3 recr: -3; ROMK mod: 1.6; STAT1 inh: -51; STAT3 inh: 35; PPARg SRC1 recr: 0

Results for O=C(NCCSCc1ccccc1)c1cc(S(=O)(=O)N2CCOCC2)ccc1F ?
TR-FRET SRC-2 ct: 1654; RAM network inh: 0.9; TLR4 MyD88 comp: 6; S1P3 antag: -19; STAT3 activator: 105; PPARg SRC2 recr: -6; PPARg SRC3 recr: -2; STAT1 inh: 4; STAT3 inh: -2; PPARg SRC1 recr: 0

How did O=C(NC1CCCCC1)c1cc(C(=O)c2ccccc2Br)c[nH]1 do in these assays?
TR-FRET SRC-2 ct: 1756; RAM network inh: 3.5; TLR4 MyD88 comp: 6; S1P3 antag: -13; STAT3 activator: 89; PPARg SRC2 recr: -2; PPARg SRC3 recr: 3; ROMK mod: -1.5; STAT1 inh: -2; STAT3 inh: 16; PPARg SRC1 recr: 15

What do the screens show for `CCCCCCNC(=O)Cc1ccc(Br)cc1`?
TR-FRET SRC-2 ct: 1536; RAM network inh: 1.0; TLR4 MyD88 comp: -9; S1P3 antag: -14; STAT3 activator: 100; PPARg SRC2 recr: 5; PPARg SRC3 recr: -3; ROMK mod: 0.75; STAT1 inh: 4; STAT3 inh: 2; PPARg SRC1 recr: -4

What do the screens show for `COc1ccc(/C=N/NS(=O)(=O)c2ccc(F)cc2)cc1COc1cc(F)ccc1[N+](=O)[O-]`?
TR-FRET SRC-2 ct: 1692; RAM network inh: 7.5; TLR4 MyD88 comp: 3; S1P3 antag: -4; STAT3 activator: 92; PPARg SRC2 recr: 8; PPARg SRC3 recr: 3; ROMK mod: 1; STAT1 inh: 14; STAT3 inh: 11; PPARg SRC1 recr: 1

How did Cc1ccc2cc(C3CC(c4ccco4)=NN3S(=O)(=O)c3ccccc3)c(Cl)nc2c1 (stereo unspecified) do in these assays?
TR-FRET SRC-2 ct: 1539; RAM network inh: 3.4; TLR4 MyD88 comp: 9; S1P3 antag: 0; STAT3 activator: 84; PPARg SRC2 recr: -3; PPARg SRC3 recr: -2; STAT1 inh: 5; STAT3 inh: 21; PPARg SRC1 recr: 2

Results for CCOC(=O)N1CCN(C(=O)Cc2ccc(C)cc2)CC1 ?
TR-FRET SRC-2 ct: 1591; RAM network inh: -0.2; TLR4 MyD88 comp: 10; S1P3 antag: -25; STAT3 activator: 98; PPARg SRC2 recr: 3; PPARg SRC3 recr: 3; STAT1 inh: 4; STAT3 inh: 6; PPARg SRC1 recr: -9

Results for CC1(C)C(=O)NCCN1C(=O)CSc1nccc(-c2ccc(Br)cc2)n1 ?
TR-FRET SRC-2 ct: 1548; RAM network inh: 1.5; TLR4 MyD88 comp: -7; S1P3 antag: -17; STAT3 activator: 96; PPARg SRC2 recr: 13; PPARg SRC3 recr: 1; STAT1 inh: -3; STAT3 inh: 7; PPARg SRC1 recr: 8

What do the screens show for `O=C(CCc1nc2ccccc2c(=O)[nH]1)OCC(=O)c1cccc(Cl)c1`?
TR-FRET SRC-2 ct: 1610; RAM network inh: 3.5; TLR4 MyD88 comp: -10; S1P3 antag: -1; STAT3 activator: 98; PPARg SRC2 recr: -14; PPARg SRC3 recr: 1; ROMK mod: -0.62; STAT1 inh: 7; STAT3 inh: 6; PPARg SRC1 recr: -10

What do the screens show for `N#CCc1nc(CSc2nc3ccccc3s2)cs1`?
TR-FRET SRC-2 ct: 1533; RAM network inh: 1.7; TLR4 MyD88 comp: -5; S1P3 antag: 27; STAT3 activator: 96; PPARg SRC2 recr: 2; PPARg SRC3 recr: 16; ROMK mod: -0.062; STAT1 inh: -20; STAT3 inh: 8; PPARg SRC1 recr: -1

How did CCOC(=O)CSc1nnc(NC(=O)c2cccc(S(=O)(=O)N3CCCCC3)c2)s1 do in these assays?
TR-FRET SRC-2 ct: 1490; RAM network inh: 6.2; TLR4 MyD88 comp: -10; S1P3 antag: -4; STAT3 activator: 95; PPARg SRC2 recr: -1; PPARg SRC3 recr: 5; STAT1 inh: -6; STAT3 inh: 9; PPARg SRC1 recr: 5

Results for CCCCCNC(=O)Cc1cc(=O)[nH]c(=O)[nH]1 ?
TR-FRET SRC-2 ct: 1583; RAM network inh: 2.7; TLR4 MyD88 comp: -19; STAT3 activator: 101; PPARg SRC2 recr: -2; PPARg SRC3 recr: 11; STAT1 inh: 11; STAT3 inh: 8; PPARg SRC1 recr: 4

Results for CN(CC(=O)Nc1ccc(N2CCOCC2)cc1)C(=O)C1CCCC1 ?
TR-FRET SRC-2 ct: 1533; RAM network inh: 0.5; TLR4 MyD88 comp: -1; S1P3 antag: -5; STAT3 activator: 100; PPARg SRC2 recr: 3; PPARg SRC3 recr: 5; ROMK mod: 1.3; STAT1 inh: 7; STAT3 inh: 2; PPARg SRC1 recr: 5

How did Cc1noc(C)c1COc1cccc(C(=O)NC(C)(C)C)c1 do in these assays?
TR-FRET SRC-2 ct: 1705; RAM network inh: -0.4; TLR4 MyD88 comp: -11; S1P3 antag: -4; STAT3 activator: 94; PPARg SRC2 recr: 8; PPARg SRC3 recr: 3; ROMK mod: -0.27; STAT1 inh: 4; STAT3 inh: 9; PPARg SRC1 recr: 6

How did Nc1cccc(Nc2ccccc2)c1 do in these assays?
TR-FRET SRC-2 ct: 1613; RAM network inh: 1.2; TLR4 MyD88 comp: -4; S1P3 antag: 6; STAT3 activator: 103; PPARg SRC2 recr: 4; PPARg SRC3 recr: 10; ROMK mod: 0.23; STAT1 inh: 2; STAT3 inh: -2; PPARg SRC1 recr: 13

Source: PubChem

Not a hit list, and some 5.6% of all compounds hit somewhere here.
